GCN5L2 inh = GCN5L2 (KAT2A) acetyltransferase inhibition; Q92830; GCN5L2 HAT assay, ThioGlo1 CoA-SH fluorescence; Potency, µM (titrated, usually from 58.9 µM), without a hit: at the top dose activity change, negative = inhibition, hits mostly inhibitors; hit rate 0.21% among 390,000
Target sequence (Q92830 whole entry, looked up): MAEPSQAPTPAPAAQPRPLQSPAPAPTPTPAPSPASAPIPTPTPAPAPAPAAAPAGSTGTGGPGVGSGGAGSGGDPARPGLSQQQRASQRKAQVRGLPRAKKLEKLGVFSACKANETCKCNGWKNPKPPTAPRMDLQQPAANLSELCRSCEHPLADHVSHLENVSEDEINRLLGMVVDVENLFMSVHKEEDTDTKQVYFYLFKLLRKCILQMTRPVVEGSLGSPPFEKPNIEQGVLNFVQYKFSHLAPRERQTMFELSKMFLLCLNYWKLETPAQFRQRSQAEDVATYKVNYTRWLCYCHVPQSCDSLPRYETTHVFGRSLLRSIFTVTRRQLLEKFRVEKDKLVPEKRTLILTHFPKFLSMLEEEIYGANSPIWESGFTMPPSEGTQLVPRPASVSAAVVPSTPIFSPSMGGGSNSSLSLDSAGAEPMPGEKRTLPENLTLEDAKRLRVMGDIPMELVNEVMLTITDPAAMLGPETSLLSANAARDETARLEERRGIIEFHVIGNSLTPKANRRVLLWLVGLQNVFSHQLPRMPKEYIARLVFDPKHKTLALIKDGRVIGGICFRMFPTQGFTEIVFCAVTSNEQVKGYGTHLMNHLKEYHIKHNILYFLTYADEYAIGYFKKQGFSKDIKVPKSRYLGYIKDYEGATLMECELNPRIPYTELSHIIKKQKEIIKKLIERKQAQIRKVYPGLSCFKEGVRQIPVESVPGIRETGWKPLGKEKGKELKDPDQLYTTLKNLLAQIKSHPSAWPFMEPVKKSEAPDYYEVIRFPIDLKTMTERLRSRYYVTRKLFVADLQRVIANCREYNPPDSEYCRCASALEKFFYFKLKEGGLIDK
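GCN5L2 (20 nM) in 50mM HEPES pH 7.5, 0.1mM EDTA, 0.01% Tween-20 preincubated 15 min with compounds at room temperature. Reaction started with H3(1-25) 75uM, acetyl-CoA 70uM, ThioGlo1 50uM; CoA-thiol fluorescence (Ex340/Em540) read at 0 and 20 min.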
DT40 TDP1 no CPT = qHTS for Inhibitors of human tyrosyl-DNA phosphodiesterase 1 (TDP1): qHTS in cells in absence of CPT; Potency, µM (doses to about 46.2 µM), inactives show at the top dose activity change, negative = growth inhibition, actives largely listed as inhibitors; hit rate 15% among 420,000; DT40 Tdp1-/- hTDP1 cells, no CPT, ATP luminescence, 48 h; AID 686978, 2013; also: nearly all actives have a fitted effect of over 55% in size
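DT40 Tdp1-/-;hTDP1 cells, no CPT (DMSO vehicle only), 400 cells/well; compounds pin-transferred; ≥48 hr, 37 °C; CellTiter-Glo 30 min RT dark, luminescence read.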
DT40 TDP1 CPT = growth inhibition of DT40 Tdp1-/-;hTDP1 cells with camptothecin (screen for TDP1 inhibitors). chicken DT40 Tdp1-/-;hTDP1 cells + 20 nM CPT, ATP luminescence, 48 h. Potency, µM (doses to about 46.2 µM), for the others: top-dose activity change, negative = growth inhibition, usual class: inhibitors. hit rate 12% among 420,000. AID 686979; also: nearly all actives have a fitted effect of over 55% in size
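Cell growth measured by CellTiter-Glo luminescence after a minimum 48 h, 37 C compound exposure with 20 nM CPT in Tdp1-knockout DT40 cells stably expressing hTDP1, seeded 400/well; qHTS titration format.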
Active calls of the source: *; ? = inconclusive; / = no result given; & = joins results of further samples; [ ] = dose if it differs, or a comment. Calls follow the shape of the dose curve; as a rule, active = well fitted curve in the direction sought with a large enough effect; inconclusive = small, poorly fitted or top-dose-only effect, or another doubt; inactive = no such curve, though single readings can be large; an effect the other way counts as inactive or inconclusive. % is scaled to controls: 0 for no effect and ±100 for the full control effect; potency is read from the fitted curve at half-maximal effect.

SMILES | GCN5L2 inh | DT40 TDP1 no CPT | DT40 TDP1 CPT
CN(C)CCNC(=O)C(=O)NCC1OCCN1S(=O)(=O)c1ccc([N+](=O)[O-])cc1 (centres undefined) | -2% | -4% | -19%
Cc1c(C(=O)Nc2cccc(Cl)c2)oc2ccc(S(=O)(=O)N3CCCCCC3)cc12 | -3% | ? | 23µM*
CCC(C)NC(=O)CN(c1ccc(Cl)c(Cl)c1)S(C)(=O)=O (centres undefined) | -4% | 1% | -28%
COc1cc(OC)cc(C(=O)N2CCN=C2SCc2cccnc2)c1 | -2% | -21% | -20%
C/C(=C\C(=O)c1ccccc1)NNC(=O)c1ccc(Cl)cc1 | -13% | ? | -111%
O=C(COC(=O)c1ccccc1O)Nc1cccnc1Cl | -1% | -4% | -10%
CCCCOc1ccc(C(=O)Nc2ccc(CN3CCOCC3)cc2)cc1 | -6% | ? | 13µM*
CCC(C)(C)n1nnnc1C(c1ccncc1)N1CCC(C)CC1 (centres undefined) | -2% | -3% | -17%
N/C(=N\c1nc2ccccc2o1)NC(=O)/C=C/c1ccccc1 | -1% | 18µM* | ?
Cc1ccccc1S(=O)(=O)Cc1ccc(C(=O)NCCN(C)Cc2ccccc2)o1 | -3% | -6% | -28%
O=C(CCc1nc(CN2CCN(S(=O)(=O)c3ccc(Br)cc3)CC2)no1)N1CCCCC1 | ? | ? | -23%
COc1ccccc1-c1cc(NC=O)c2ncc(-c3cccc(C(C)=O)c3)n2c1 | / | 7.3µM* | 6.5µM*
Cc1ccc(CCN2CC(C(=O)NCCC(C)C)CC2=O)cc1 (centres undefined) | -5% | -7% | -10%
O=C(NC1CCCC1)c1ccc2c(c1)N(Cc1ccccc1)C(=O)c1ccccc1S2 | -6% | ? | ?
CCCCC1CCC(C(=O)N(CC(C)C)c2c(N)n(CCCC)c(=O)[nH]c2=O)CC1 (centres undefined) | -14% | ? | ?
O=C(NCCCN1CCCC1=O)C1CCN(S(=O)(=O)c2c(Cl)cccc2Cl)CC1 | ? | -19% | -7%
CCOC(=O)Nc1ccc(S(=O)(=O)N2CCC(c3nc4ccccc4[nH]3)CC2)cc1 | / | ? | ?
COc1cc(NC(=O)CSc2ncc3c(n2)-c2ccc(Cl)cc2N(Cc2ccccc2)S3(=O)=O)cc(OC)c1 | 2% | -15% | -20%
O=C(Nc1cccc(-c2nnc(-c3ccccc3)o2)c1)c1ccc(Br)o1 | -3% | ? | 18µM*
COc1ccc(-c2nn(-c3cccc(F)c3)c3c2cnc2cc(OC)c(OC)cc23)cc1 | -5% | ? | ?
N#C/C(=C(/O)COC(=O)c1ccc(Cl)c(S(=O)(=O)N2CCOCC2)c1)c1nc2ccccc2[nH]1 | 1% | -8% | 7%
O=C1c2ccccc2C(c2nnnn2-c2ccc3c(c2)OCCO3)N1Cc1cccc(F)c1 (centres undefined) | / | 16µM* | ?
CCOc1ccc(C(=O)C2CCN(CC(=O)Nc3ccccc3N3CCOCC3)CC2)cc1 | -12% | 18µM* | 16µM*
CC1(C)CC(=O)C2=C(C1)N(c1ccccc1)C(=O)CC2c1ccsc1 (centres undefined) | -1% | -10% | -3%
Cn1c(=O)c2ncn(CC(=O)NCCC3=CCCCC3)c2n(C)c1=O | -1% | -7% | -17%

Other results:
SMILES | GCN5L2 inh | DT40 TDP1 no CPT | DT40 TDP1 CPT
O=C(c1cccc(F)c1F)N1CCCc2ccccc21 | -6% | ? | ?
CCOC(=O)c1ccc(NC(=S)N2CCC(C(N)=O)CC2)cc1 | -8% | -7% | 4%
COc1ccc(N2CCN(C(=O)COC(=O)c3cc(S(=O)(=O)N(C)C)ccc3N3CCCC3)CC2)cc1 | -11% | -21% | ?
CN1CCN(S(=O)(=O)c2cccc(C(=O)N3CCN(c4ccccc4)CC3)c2)CC1 | -2% | 13% | -18%
COc1ccc(Oc2c(C=O)c3ccccc3n2C)cc1 | -13% | ? | ?
CCN1CCN(C(=O)CCc2nnc(CCc3ccc(OC)cc3)o2)[C@@H](C)C1=O | -23% | 3% | 1%
CC(=O)C1=C(c2ccc(F)cc2)N(C(C)=O)n2c(nnc2C2CCCCC2)S1 | -24% | 23µM* | ?
O=S1(=O)CCO[C@H]2CCCC[C@@H]2N1Cc1cccc(F)c1 | / | -18% | -29%
CC(C)NC(=O)N(C)C[C@@H]1Oc2cc(Br)ccc2S(=O)(=O)N([C@@H](C)CO)C[C@H]1C | / | 3% | 4%
COc1cc(F)ccc1-c1cc(C(=O)Nc2ccc(C)c(NS(C)(=O)=O)c2)[nH]n1 | / | -22% | ?
O=C(NCc1ccccc1Cl)c1cnccn1 | 4% | -1% | -1%
COC(=O)c1cn(NC(=O)Cc2c(F)cccc2Cl)c(=O)c2ccccc12 | -3% | -19% | -21%
O=C(OC1CCCC1)c1ccc(Cl)cc1Cl | / | ? | -14%
O=C(NC(=S)Nc1ccc2[nH]c(=O)[nH]c2c1)c1cccc(F)c1 | -7% | -23% | -21%
Cc1cc(CNC(=S)Nc2cccc(Cl)c2Cl)nn1C | -1% | -25% | -25%
CC1CCN(C(=O)CSc2nnc(CNC(=O)c3c(F)cccc3F)o2)CC1 | 0% | -20% | -12%
NC(=O)c1sc2nc3c(c(-c4ccccc4)c2c1N)CCC3 | -5% | 13µM* | ?
CC(OC(=O)c1snc(C(=O)NC2CCCCC2)c1N)C(=O)NC1CCCCC1 (centres undefined) | 0% | -24% | -20%
COC(=O)N1c2ccccc2CCc2ccccc21 | -27% | 16µM* | 21µM*
O=C(c1ccncc1)N(Cc1cc2ccccc2[nH]c1=O)C1CCCCC1 | -12% | ? | ?
Cc1nc(-n2nc(C)c(Cc3ccc(Cl)cc3)c2C)sc1C(=O)N1CCCCC1C (centres undefined) | -9% | ? | -6%
CC(C)Nc1nnc(SCC(=O)Nc2ccc(F)cc2)s1 | -3% | 1% | -7%
COc1cccc(-c2cnc(C(O)c3ccc(C)cc3C)[nH]2)c1 (centres undefined) | / | ? | ?
NC(=O)OCC(COC(N)=O)c1ccccc1 | 1%&-2% | ? | ?
CCCCN(C=O)c1c(CC)nc2c(OCc3ccccc3C(=O)OC)cccn12 | / | 21µM* | 13µM*

3 compounds from above, reduced to GCN5L2 inh and DT40 TDP1 CPT:
smiles,GCN5L2 inh,DT40 TDP1 CPT
O=C(NCc1ccccc1Cl)c1cnccn1,4%,-1%
COC(=O)c1cn(NC(=O)Cc2c(F)cccc2Cl)c(=O)c2ccccc12,-3%,-21%
O=C(OC1CCCC1)c1ccc(Cl)cc1Cl,/,-14%

3 records picked at random from the list so far, as already listed:
SMILES | GCN5L2 inh | DT40 TDP1 no CPT | DT40 TDP1 CPT
COC(=O)c1cn(NC(=O)Cc2c(F)cccc2Cl)c(=O)c2ccccc12 | -3% | -19% | -21%
CC(OC(=O)c1snc(C(=O)NC2CCCCC2)c1N)C(=O)NC1CCCCC1 (centres undefined) | 0% | -24% | -20%
COc1ccc(Oc2c(C=O)c3ccccc3n2C)cc1 | -13% | ? | ?

Other compounds:
SMILES | GCN5L2 inh | DT40 TDP1 no CPT | DT40 TDP1 CPT
CC1CCCCC1NC(=O)C1Cc2ccccc2CN1S(C)(=O)=O (centres undefined) | -1% | -24% | -9%
CC(C)c1nnc(SCc2ccc(CSc3nnc(C(C)C)n3N)cc2)n1N | / | -12% | -19%
Cc1ccc(S(=O)(=O)N2[C@@H](c3ccccc3F)C(C(=O)O)=CC[C@H]2c2cccs2)cc1 | -5% | -11% | -12%
COc1cccc2c1C(CO)N1C(C#N)C3CC(C(=O)O)C(C1C2)N3C (centres undefined) | -1% | 0.21µM* | 0.18µM*
Cc1nc(-n2nnc3cc(C)c(C)cc32)c2c3c(sc2n1)CCCC3 | -11% | -27% | ?
N#Cc1ccc(-c2ccc3nccn3c2)cc1 | / | -8% | 8%
Cc1ccccc1OCCNc1cc(N2CCN(CCO)CC2)ccc1[N+](=O)[O-] | 2% | ? | ?
Cc1ccc(OCC(=O)Nc2nnc(C3CCCO3)s2)c(Br)c1 (centres undefined) | -3% | -11% | -3%
COC(=O)c1ccc(C2C=C(c3ccc(Cl)cc3)Nc3nc4ccccc4n32)cc1 (centres undefined) | ? | 8.2µM* | 9.2µM*
COc1ccc(/C=C/C(=O)NC(=S)NN2CCCCC2c2cccnc2)cc1OC (centres undefined) | -1% | -22% | 0%
COc1ccc(N2CCN(C(=O)CSc3nnc(NC(=O)C4CC4)s3)CC2)cc1 | 1% | ? | 4%
CC(C)(C)C(=O)Nc1cccc(C(=O)Nc2cc(C(=O)O)cc(C(=O)O)c2)c1 | -1% | -1% | 17%
CCCC(c1nnnn1CCOC)N1CCN(c2cccc(OC)c2)CC1 (centres undefined) | -3% | -8% | 3%
Cc1cccc(-n2nnnc2SCC(=O)Nc2cccc(S(N)(=O)=O)c2)c1 | -20% | ? | -15%
COc1cccc(C2CC(OCCF)=CC(=O)O2)c1 (centres undefined) | / | -10% | ?
CSCC[C@H](NC(=O)Nc1ccc(C)cc1)C(=O)O | -1% | 0% | 0%
CN(C(=O)COC(=O)C1=COCCO1)c1c(N)n(Cc2ccccc2)c(=O)[nH]c1=O | -10% | 6% | 6%
COC(=O)c1cc(OC(=O)CCc2ccc(OC)c(OC)c2)cc(C(=O)OC)c1 | -6% | -4% | 4%
O=C(CNS(=O)(=O)c1cccs1)N1CCN(c2cccc(C(F)(F)F)c2)CC1 | -10% | 21µM* | 16µM*
O[C@H]1C[C@H](c2ccc(Cl)cc2)N(Cc2cccs2)C[C@@H]1n1cc(C2CC2)nn1 | / | 15µM* | ?
CCCCNC(=O)C(Sc1ccccc1)c1ccccc1 (centres undefined) | -3% | -4% | -18%
CC(=O)N/C(=C/c1ccc2c(c1)OCO2)C(=O)Nc1ccccc1 | -1% | 11% | 36%[activator]
Cc1ccc(S(=O)(=O)N2CC(O)C2)cc1 | -7% | -14% | -3%
Cc1ccc(C(=O)Nc2nc3nc(C)cc(=O)n3[nH]2)cc1 | 4% | -3% | 1%
COc1ccc(C2CC(c3cccc(C(F)(F)F)c3)=NN2c2ccc(S(N)(=O)=O)cc2)cc1 (centres undefined) | -4% | 26µM* | ?

Rewritten tab-delimited: 6 of the compounds above.
Structure	GCN5L2 inh	DT40 TDP1 no CPT	DT40 TDP1 CPT
N#Cc1ccc(-c2ccc3nccn3c2)cc1	/	-8%	8%
Cc1ccccc1OCCNc1cc(N2CCN(CCO)CC2)ccc1[N+](=O)[O-]	2%	?	?
Cc1ccc(OCC(=O)Nc2nnc(C3CCCO3)s2)c(Br)c1 (centres undefined)	-3%	-11%	-3%
COC(=O)c1ccc(C2C=C(c3ccc(Cl)cc3)Nc3nc4ccccc4n32)cc1 (centres undefined)	?	8.2µM*	9.2µM*
COc1ccc(/C=C/C(=O)NC(=S)NN2CCCCC2c2cccnc2)cc1OC (centres undefined)	-1%	-22%	0%
COc1ccc(N2CCN(C(=O)CSc3nnc(NC(=O)C4CC4)s3)CC2)cc1	1%	?	4%

3 structures out of the list, sorted by length of the SMILES, lowest first.
SMILES | GCN5L2 inh | DT40 TDP1 no CPT | DT40 TDP1 CPT
Cc1ccc(OCC(=O)Nc2nnc(C3CCCO3)s2)c(Br)c1 (centres undefined) | -3% | -11% | -3%
CC(C)(C)C(=O)Nc1cccc(C(=O)Nc2cc(C(=O)O)cc(C(=O)O)c2)c1 | -1% | -1% | 17%
CN(C(=O)COC(=O)C1=COCCO1)c1c(N)n(Cc2ccccc2)c(=O)[nH]c1=O | -10% | 6% | 6%

Following part:
SMILES | GCN5L2 inh | DT40 TDP1 no CPT | DT40 TDP1 CPT
Cc1ccc(S(=O)(=O)Nc2ccc(N3CCOCC3)nc2)cc1 | 9% | ? | 5%
NC(c1ccccc1)c1csc(Nc2cc(Oc3ccccc3)ncn2)n1 (centres undefined) | / | 16µM* | 18µM*
Cc1ccc(C(=O)NC2CC(=O)N(c3ccc4c(c3)OCCO4)C2)cc1[N+](=O)[O-] (centres undefined) | 2% | ? | ?
O=C(CN1CCCCC1)N1c2ccccc2CCc2ccccc21 | -3%[0.501 µM] | -13% | 4%
c1ccc(CN2CCOCC2)cc1 | -6% | -6% | -4%
CC(=O)OC1C(N2CCCCC2)c2c(ccc(/C=C/C(=O)N3CCCCC3)c2O)OC1(C)C (centres undefined) | -9% | ? | -28%

These rows are one share of the data; count on the stated rates, not on these rows.
